Assay outcomes from PubChem.
NSD2 inh = blocks human histone methyltransferase NSD2 | NSD2 peptide methylation, AlphaScreen, 120 min | inhibition, % at 12.5 µM | O96028 | AID 743445 | 0.54% of 310,000 active; in the data active means inhibition above about 50%
Target sequence (O96028 whole entry, looked up): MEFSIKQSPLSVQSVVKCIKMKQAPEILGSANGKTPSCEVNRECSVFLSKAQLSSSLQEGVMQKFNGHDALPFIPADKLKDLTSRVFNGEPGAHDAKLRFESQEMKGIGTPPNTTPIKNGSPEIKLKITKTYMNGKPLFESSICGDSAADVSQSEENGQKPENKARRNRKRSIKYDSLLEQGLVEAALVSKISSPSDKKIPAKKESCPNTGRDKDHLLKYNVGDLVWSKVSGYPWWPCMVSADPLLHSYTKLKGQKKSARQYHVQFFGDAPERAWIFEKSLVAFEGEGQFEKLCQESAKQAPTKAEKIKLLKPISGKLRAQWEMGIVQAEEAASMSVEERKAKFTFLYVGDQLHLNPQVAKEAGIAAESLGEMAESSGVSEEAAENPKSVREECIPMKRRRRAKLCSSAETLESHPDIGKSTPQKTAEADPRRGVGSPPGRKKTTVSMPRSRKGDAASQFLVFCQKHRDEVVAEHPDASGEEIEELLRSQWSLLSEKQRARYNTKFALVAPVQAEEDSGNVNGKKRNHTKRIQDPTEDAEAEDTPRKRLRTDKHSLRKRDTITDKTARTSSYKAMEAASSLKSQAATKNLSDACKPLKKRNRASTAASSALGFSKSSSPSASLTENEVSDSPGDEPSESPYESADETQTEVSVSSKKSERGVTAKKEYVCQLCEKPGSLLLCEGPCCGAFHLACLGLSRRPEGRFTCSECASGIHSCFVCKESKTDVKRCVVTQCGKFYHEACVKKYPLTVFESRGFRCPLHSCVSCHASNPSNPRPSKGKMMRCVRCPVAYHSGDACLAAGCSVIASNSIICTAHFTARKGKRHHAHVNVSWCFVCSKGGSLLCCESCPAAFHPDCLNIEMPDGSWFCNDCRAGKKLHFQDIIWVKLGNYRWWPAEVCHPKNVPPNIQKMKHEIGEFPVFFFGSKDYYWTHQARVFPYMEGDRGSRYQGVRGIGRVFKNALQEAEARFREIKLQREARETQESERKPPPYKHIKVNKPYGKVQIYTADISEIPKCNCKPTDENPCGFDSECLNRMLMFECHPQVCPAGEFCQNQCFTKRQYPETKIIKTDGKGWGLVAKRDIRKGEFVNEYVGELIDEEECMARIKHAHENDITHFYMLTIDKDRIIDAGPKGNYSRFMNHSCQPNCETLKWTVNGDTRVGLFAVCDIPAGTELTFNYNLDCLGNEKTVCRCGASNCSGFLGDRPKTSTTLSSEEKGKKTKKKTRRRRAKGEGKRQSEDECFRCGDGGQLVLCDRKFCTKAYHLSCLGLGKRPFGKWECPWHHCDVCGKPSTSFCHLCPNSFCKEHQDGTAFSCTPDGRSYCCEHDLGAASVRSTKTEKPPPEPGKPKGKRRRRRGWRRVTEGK
Starred values were filed as active, the others as inactive.

| structure | NSD2 inh |
| --- | --- |
| O=C(c1ccc(F)cc1)C(CCCCCC(CN1CCOCC1)C(=O)c1ccc(F)cc1)CN1CCOCC1 (stereo unspecified) | 3 |
| COc1ccccc1-c1cnc(C(O)c2c(C)cc(C)cc2C)[nH]1 (stereo unspecified) | 3 |
| CC1(C(=O)NS(=O)(=O)c2ccc(Cl)s2)CCN1C(=O)Cc1ccc(Cl)cc1Cl (stereo unspecified) | -1 |
| CC(C)Cc1ccc(-c2cc3nc(NCCOc4ccccc4)ccn3n2)cc1 | -1 |
| O=c1cc(N2CCN(c3cccc(C(F)(F)F)c3)CC2)[nH]c(=O)n1C1CCCCC1 | -2 |
| CN(C)CCNc1cccc2sc3ccc(O)cc3c(=O)c12 | 16 |
| CC(=O)NCCNC(=O)C1(C)Cc2c(-c3cccc(C(N)=O)c3)ccnc2O1 (stereo unspecified) | -1 |
| COCCNC(=O)C1CCCN(Cc2cccc(Cl)c2)CC1 (stereo unspecified) | 5 |
| NC(=O)c1c(N)[nH]c(C(=O)c2ccccc2)c1-c1ccccc1 | 3 |
| Nn1c(SCC(=O)Nc2cccc3ccccc23)nnc1-c1cc(-c2ccc(F)cc2)n[nH]1 | 8 |
| COc1cc(NC(=O)C2(C)CCCN2C)cc(OC)c1OC (stereo unspecified) | 0 |
| COc1ccc(NC(=O)C2Cc3c(-c4cccc(C(C)=O)c4)ccnc3O2)cn1 (stereo unspecified) | -1 |
| CC(C)c1ccc(CC(=O)N2CCC2(C)C(=O)NS(=O)(=O)c2cccc(C#N)c2)cc1 (stereo unspecified) | -3 |
| COC(=O)C1=C(C)NC2=C(C(=O)CCC2)C1c1cccs1 (stereo unspecified) | -1 |
| CCCS(=O)(=O)NC(=O)C1(C)CCN(C(=O)c2snnc2C)C1 (stereo unspecified) | -2 |
| COc1ccc(-c2ccc(C(=O)Nc3ccccc3)c3occc23)c(C)c1 | -2 |
| Cc1cc(C)nc(N2CCC(C(=O)N(C)CCc3ccccc3)CC2)n1 | 60* |
| OC(c1ccc(Cl)cc1)c1ncc(-c2ccccc2Cl)[nH]1 (stereo unspecified) | 4 |
| CC(C)C(=O)N1CCCC1(C)C(=O)Nc1ccc(F)cc1 (stereo unspecified) | -5 |
| CN(C)c1ccc(-c2ccnc3c2CC(C)(C(=O)Nc2ccc(Cl)cc2)O3)cc1 (stereo unspecified) | 0 |
| CCCCN(C=O)c1c(CC)nc2ccc(C(=O)NCCOc3ccc(OC)cc3)cn12 | 8 |
| O=C(C1CCN(c2nc(-c3ccc(Br)cc3)cs2)CC1)N1CCNCC1 | 4 |
| OC(c1ccccc1)c1nc(-c2ccc(F)c(Cl)c2)cs1 (stereo unspecified) | -4 |
| COc1cccc(N2CCN(C(=O)CCn3nnc4ccccc43)CC2)c1 | -1 |
| CCC(CO)Nc1ccn2nc(-c3ccccc3)cc2n1 (stereo unspecified) | 3 |

In the list so far, these contain two or more sulfur atoms:
| structure | NSD2 inh |
| --- | --- |
| CC1(C(=O)NS(=O)(=O)c2ccc(Cl)s2)CCN1C(=O)Cc1ccc(Cl)cc1Cl (stereo unspecified) | -1 |
| CCCS(=O)(=O)NC(=O)C1(C)CCN(C(=O)c2snnc2C)C1 (stereo unspecified) | -2 |

Later entries:
| structure | NSD2 inh |
| --- | --- |
| O=C(NC(c1ccccc1)c1ccc2ccccc2n1)C1CCN(Cc2ccc(Cl)c(Cl)c2)CC1 (stereo unspecified) | -2 |
| COc1cc(C=C(C#N)C(=O)c2ccccc2)cc(OC)c1OC | 7 |
| COc1ccc(CNC(=O)C2(C)Cc3c(-c4cccc(NC(C)=O)c4)ccnc3O2)cc1OC (stereo unspecified) | 1 |
| O=C(Nc1nc2c(s1)CCCC2)c1cc(-c2ccc3c(c2)OCO3)nc2ccccc12 | 0 |
| COc1ccc(-c2csc(C(NC(C)=O)c3ccccc3)n2)cn1 (stereo unspecified) | -1 |
| CC(C)CC(N)c1csc(Nc2ccc(C(=O)NCCO)cc2)n1 (stereo unspecified) | 0 |
| CN(C)c1ccc(N(C)C)c(C(O)(c2ccccc2)c2ccccc2)c1 | 25 |
| CCCCN(C=O)c1c(CC)nc2ccc(C(=O)N3CCN(C)CC3)cn12 | -3 |
| CCCN(C(=O)C1CCCN(c2ncnc3c2nc2n3CCCCC2)C1)c1ccccc1C (stereo unspecified) | -5 |
| Cc1ccc(F)c(S(=O)(=O)NC(=O)C2(C)CCN2C(=O)Cc2ccc(C(C)(C)C)cc2)c1 (stereo unspecified) | 1 |
| CC(=O)c1cc(-c2ccccc2)n(CC(=O)NCc2ccc(F)cc2)c1C | -2 |
| CCCCCCCC(=O)N[C@H]1CC[C@@]23CCCN2C(=O)CCC[C@H]3[C@H]1CCC | 0 |
| Cc1ccc(NC(=O)Nc2nnc([C@@H]3C[C@H](O)[C@@H](CO)O3)s2)cc1 | -1 |
| Cc1ccccc1NC(=O)Nc1nnc([C@@H]2C[C@H](O)[C@@H](CO)O2)s1 | -2 |
| COc1ccc(Oc2c(Cl)cnn(-c3cc(C)cc(C)c3)c2=O)cc1 | -2 |
| Cc1cccc(C)c1NC(=O)C(C1CC1)n1c(-c2ccc(-c3ccccc3)cc2)nc2ccccc21 (stereo unspecified) | -1 |
| O=C(OCc1cc(Cl)ccc1OC(F)F)c1cc(S(=O)(=O)O)ccc1O | 1 |
| CCCCN(C=O)c1c(CC)nc2ccc(C(=O)N(C)Cc3ccco3)cn12 | -2 |
| COC(=O)/C=C1\Nc2ccc(Cl)cc2C(=O)NC1=O | 2 |
| Cc1cccc(S(=O)(=O)NC(=O)C2(C)CCN2C(=O)Cc2cccs2)c1 (stereo unspecified) | -2 |
| CCNC(=O)C1(C)CCN(Cc2ccc(-c3ccccc3)cc2)C1 (stereo unspecified) | 2 |
| CCCOc1ccc(F)cc1-c1cc(C(=O)Nc2ccc(C(C)C)cc2)[nH]n1 | 7 |
| NC(c1ccc(F)c(F)c1)c1nc(-c2ccc3ccccc3c2)cs1 (stereo unspecified) | -1 |
| Cc1ccc(C)c(N2CCN(CCCNC(=O)CCC(=O)N3CCOc4ccc(Cl)cc43)CC2)c1 | 9 |
| CCCCNC(=O)C1(C)CCN1C(=O)c1ccc(F)c(C)c1 (stereo unspecified) | -3 |

Shown as labelled records: entries from further up.
NC(c1ccc(F)c(F)c1)c1nc(-c2ccc3ccccc3c2)cs1 (stereo unspecified)
  NSD2 inh: -1

Cc1ccc(C)c(N2CCN(CCCNC(=O)CCC(=O)N3CCOc4ccc(Cl)cc43)CC2)c1
  NSD2 inh: 9

CCCCNC(=O)C1(C)CCN1C(=O)c1ccc(F)c(C)c1 (stereo unspecified)
  NSD2 inh: -3

Other records
| structure | NSD2 inh |
| --- | --- |
| O=C(NCc1cccnc1)c1cc(C2CCCN(C(=O)c3ccccn3)C2)on1 (stereo unspecified) | -6 |
| CCCCCCCCN1C(=O)[C@@H](CC(=O)NCCC(C)C)C[C@@]2(C(=O)OC)C1=C[C@H](C1CCCC1)O[C@@H]2C | 0 |
| CC1(Cc2ccc(Cl)c(Cl)c2)C(=O)Nc2c(Cl)ccc(Cl)c21 (stereo unspecified) | 0 |
| COc1ccc(S(=O)(=O)N2CCCCC2c2cc(C(=O)NCc3ccccc3)no2)cc1 (stereo unspecified) | -1 |
| O=C1CC(c2ccccc2Cl)Cc2c1cnn2-c1nc2ccccc2s1 (stereo unspecified) | -2 |
| C=CCN1C(=O)/C(=C2/Sc3ccc(OC)cc3N2C)SC1=Nc1ccc(OC)cc1 | -5 |
| CS(=O)(=O)c1ccc(Nc2nc(C(N)Cc3ccc(C(F)(F)F)cc3)cs2)cc1 (stereo unspecified) | 1 |
| COc1ccc(CCC(=O)N2c3ccccc3N=C(c3ccc4c(c3)OCO4)C2C(=O)Nc2ccc(OC)cc2)cc1 (stereo unspecified) | -1 |
| CC1(C(=O)Nc2ccc(F)c(Cl)c2)Cc2c(-c3cccc(C(N)=O)c3)ccnc2O1 (stereo unspecified) | 0 |
| CC1(C(=O)NS(=O)(=O)c2cccc(C#N)c2)CCN1C(=O)Cc1ccccc1 (stereo unspecified) | -4 |
| COc1cc(-c2cc(NC(C)=O)c3ncc(-c4ccccc4)n3c2)cc(OC)c1OC | 5 |
| NC(COCc1ccccc1)c1csc(Nc2cc(Oc3ccccc3)ncn2)n1 (stereo unspecified) | 0 |
| CC1(C(=O)NS(=O)(=O)c2ccc(Cl)s2)CCN1C(=O)C1CCCCC1 (stereo unspecified) | -3 |
| NC(CO)c1csc(NC(=O)Nc2ccccc2Cc2ccccc2)n1 (stereo unspecified) | 10 |
| Cc1ccc(S(=O)(=O)N2CCC(=O)N([C@H](COCc3cccc(C)c3)C(C)C)CC2)cc1 | 0 |
| O=[N+]([O-])c1ccc(NN=C2CC3CCC2C3)c([N+](=O)[O-])c1 (stereo unspecified) | 16 |
| CC(=O)Nc1ccc(NC(=O)C2Cc3c(-c4ccc5c(c4)OCO5)ccnc3O2)cc1 (stereo unspecified) | -1 |
| CN(C)CC(CCC(CN(C)C)C(O)(c1ccccc1)c1ccccc1)C(O)(c1ccccc1)c1ccccc1 (stereo unspecified) | 15 |
| c1ccc(COc2cccc(-c3cc4nc(NCCCn5ccnc5)ccn4n3)c2)cc1 | -1 |
| CCCCNC(=O)C1(C)CCCCN1C(=O)c1ccno1 (stereo unspecified) | 0 |
| Cc1ccc2ccccc2c1C(O)c1ncc(-c2ccc(Cl)cc2)[nH]1 (stereo unspecified) | 3 |
| O=C(CN1CCC(NC(=O)c2ccco2)CC1)Nc1ccccc1[N+](=O)[O-] | 1 |
| O=C(Cc1cccc2ccccc12)Nc1ccccc1O | -2 |
| CN(C)c1ccc(NC(=O)Nc2nc(C(N)C3CCCCC3)cs2)cc1 (stereo unspecified) | 15 |
| CC(NC(=O)c1ccccc1)c1nc2ccccc2n1Cc1ccccc1F (stereo unspecified) | -1 |
| COc1ccc2nc(-c3ccc(CN4CCC5(CC4)CNc4ccccc45)cc3)c(-c3ccccc3)nc2c1 | -1 |
| Cc1ccc(-c2csc(C(C)(O)c3cccc(F)c3)n2)cc1C (stereo unspecified) | -1 |
| Cc1cc(F)ccc1-c1cc(C(=O)NC(C)C)[nH]n1 | -2 |
| CC1(C(=O)Nc2ccc3nc[nH]c3c2)CCN1C(=O)C1(c2ccccc2)CCCC1 (stereo unspecified) | 5 |
| CNc1cncc(-c2cc(OC)ccc2OC)n1 | -1 |
| CC1(C(=O)NS(=O)(=O)c2ccc(Cl)cc2)CCN1C(=O)Cc1ccc(-c2ccccc2)cc1 (stereo unspecified) | -4 |
| CCc1nc2c(OCc3ccccc3C)cccn2c1N(C)C(=O)c1ccco1 | 10 |
| CCc1nc2c(OCc3ccc(F)cc3)cccn2c1N(C)C(=O)C(C)C | -1 |
| Cc1cc(C)cc(S(=O)(=O)N2CCN(c3nc(-c4cccs4)nc4ccccc34)CC2)c1 | 1 |
| CCCNC(=O)C1(C)CCCN(Cc2cccc(Oc3ccccc3)c2)C1 (stereo unspecified) | 7 |
| CC(C)c1cccc(C(C)C)c1NC(=O)OC1CCCCC1 | -7 |
| CN=C1S/C(=C/c2cc(C)n(-c3ccc(Cl)cc3F)c2C)C(=O)N1C | -2 |
| CC(C)Oc1cccc(NC(=O)C2(C)CCN2C(=O)C(C)C)c1 (stereo unspecified) | 1 |
| Cc1nc2ccc(C(=O)NCCc3c[nH]c4ccccc34)cn2c1N(C)C(=O)CCc1ccccc1 | -1 |
| CC(C)NC(=O)c1csc([C@@H]2O[C@H](CO)[C@H](O)[C@H](O)[C@H]2O)n1 | 15 |
| CC(=O)Nc1cc(-c2cccc(F)c2)cn2c(-c3ccc(F)cc3)cnc12 | 1 |
| CCC(CC)C(=O)N(C)c1c(C)nc2c(OCC(=O)C(C)(C)C)cccn12 | 7 |
| CN(C)c1ncnc2c1ncn2[C@H]1CN(Cc2ccc(-c3ccccc3)cc2)C[C@@H](CO)O1 | -1 |
| CCCOc1ccc(-c2nc(CSCC(=O)NC3CC3)c(C)o2)cc1 | -2 |
| CCc1ccccc1NC(=O)C1CCC(=O)N(c2ccc(OC)cc2)C1c1ccc(OC)cc1 (stereo unspecified) | -4 |
| Cc1ccc2c(Cn3cc(C(F)(F)F)cc(Cl)c3=O)cc(=O)oc2c1 | 5 |
| CC1=C(C(=O)N2CCCCCC2)CC(CC(=O)NC2CCCC2)C(=O)N1Cc1ccc(F)cc1 (stereo unspecified) | 0 |
| CSc1ccc(C=NNC(=O)c2cc(-c3ccc(Cl)cc3)n[nH]2)cc1 | -2 |
| CC(C)C(N)c1csc(Nc2ccccn2)n1 (stereo unspecified) | 3 |
| Cn1cc(/C=C(\C#N)C(=O)Nc2ncc(Cc3cccc(Cl)c3)s2)c2ccccc21 | -4 |

(more compounds)
| structure | NSD2 inh |
| --- | --- |
| CCCNC(=O)C1(C)CCCN(Cc2c(F)cccc2F)C1 (stereo unspecified) | -1 |
| COCCNC(=O)C1(C)CCCN(Cc2cc(-c3ccccc3)nn2C)C1 (stereo unspecified) | -1 |
| C#CCNC(=O)c1ccc2sc([C@@H]3O[C@H](CO)[C@H](O)[C@H](O)[C@H]3O)nc2c1 | 4 |
| C=CCN(Cc1ccc(OC)cc1OC)C(C#CCCCC)c1ccccc1 (stereo unspecified) | -2 |
| CCCS(=O)(=O)NC(=O)C1(C)CCCN(C(=O)c2cc(C)nn2C(C)(C)C)C1 (stereo unspecified) | 16 |
| OC[C@@H]1CN(Cc2ccc(Cl)cc2)C[C@H](n2cnc3c(Nc4ccccc4)ncnc32)O1 | -2 |
| COCCN1C[C@@H](CO)O[C@@H](n2cnc3c(N(C)C(C)C)ncnc32)C1 | -33 |
| COc1ccc([C@H]2OC(=O)C[C@H]2C(=O)N2CCN(c3ccccc3C(F)(F)F)CC2)cc1OC | -2 |
| CN(C)c1ccc(-c2ccnc3c2CC(C)(C(=O)NCc2cccs2)O3)cc1 (stereo unspecified) | 3 |
| CC1(C(=O)NS(=O)(=O)c2ccccc2Cl)CCN1C(=O)c1ccccc1 (stereo unspecified) | 0 |
| O=C(CN1C(=O)CCSc2ccccc21)Nc1ccc(Cl)cc1 | -3 |
| O=C1CCC[C@H]2C[C@H](NCc3ccc(Cl)cc3)CC[C@]23CCCN13 | -1 |
| CNc1cc(-c2cccc(N(C)C)c2)ncn1 | 0 |

Of the compounds above, these contain a nitro group on carbon.
| structure | NSD2 inh |
| --- | --- |
| O=[N+]([O-])c1ccc(NN=C2CC3CCC2C3)c([N+](=O)[O-])c1 (stereo unspecified) | 16 |
| O=C(CN1CCC(NC(=O)c2ccco2)CC1)Nc1ccccc1[N+](=O)[O-] | 1 |

A portion of the library (hit frequency here may not be typical).
